Source: PubChem BioAssay
MITF primary: MITF inhibitors, primary screen, biochemical, AlphaScreen, human; AlphaScreen MITF homodimerization, bead proximity signal; 650,000 compounds, 0.91% hits; AID 1259374, 2018; inhibition, % at 2.6 µM; in the data active = inhibition above about 50%;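 note: 0% = vehicle wells with protein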
Target sequence (O75030 whole entry, looked up): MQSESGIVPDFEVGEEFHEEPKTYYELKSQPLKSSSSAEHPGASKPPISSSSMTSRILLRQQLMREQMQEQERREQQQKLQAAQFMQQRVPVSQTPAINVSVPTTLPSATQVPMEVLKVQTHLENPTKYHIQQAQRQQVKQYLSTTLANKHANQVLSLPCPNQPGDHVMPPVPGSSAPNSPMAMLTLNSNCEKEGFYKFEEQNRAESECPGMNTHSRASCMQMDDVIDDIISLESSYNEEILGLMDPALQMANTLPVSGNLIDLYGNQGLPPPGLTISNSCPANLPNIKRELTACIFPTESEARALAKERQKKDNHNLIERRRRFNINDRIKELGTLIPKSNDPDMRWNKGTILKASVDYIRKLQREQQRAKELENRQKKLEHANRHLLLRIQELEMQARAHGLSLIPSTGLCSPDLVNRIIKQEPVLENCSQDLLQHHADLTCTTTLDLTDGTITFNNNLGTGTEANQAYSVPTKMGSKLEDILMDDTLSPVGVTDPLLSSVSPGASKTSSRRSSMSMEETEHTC
GPR151 activ: activators of human GPR151, primary screen, cell-based, PathHunter beta-arrestin, luminescence. G-protein coupled receptor 151 (Homo sapiens), Q8TDV0. PathHunter beta-arrestin GPR151 cells. activation, % at 11.2 µM. 650,000 compounds, 1% hits; in the data active = activation above about 4.9%;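 note: 0% = median of compound wells and 100% = cells with positive control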
Target sequence (Q8TDV0 whole entry, looked up): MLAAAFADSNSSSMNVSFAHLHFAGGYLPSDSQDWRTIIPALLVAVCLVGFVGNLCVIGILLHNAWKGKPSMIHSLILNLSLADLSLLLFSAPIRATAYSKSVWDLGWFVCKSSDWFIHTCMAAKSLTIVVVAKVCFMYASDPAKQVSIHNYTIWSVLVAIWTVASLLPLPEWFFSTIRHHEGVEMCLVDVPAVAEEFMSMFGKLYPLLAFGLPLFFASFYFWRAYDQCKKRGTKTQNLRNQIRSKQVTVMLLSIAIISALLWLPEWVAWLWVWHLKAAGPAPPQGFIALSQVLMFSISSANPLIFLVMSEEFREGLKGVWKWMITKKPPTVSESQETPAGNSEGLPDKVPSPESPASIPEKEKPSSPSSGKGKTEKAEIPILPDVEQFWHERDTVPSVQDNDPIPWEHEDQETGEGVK
FBW7 activator: FBW7 E3 ligase activators, primary screen, biochemical, AlphaScreen, human | F-box/WD repeat-containing protein 7 (Homo sapiens), Q969H0 | AlphaScreen FBW7–phospho-cyclin E peptide binding, activator screen | normalized activity (activation), % at 26.1 µM | 650,000 compounds, 0.13% hits; in the data active = normalized activity above about 1.9%;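 note: purified mutant Fbw7 with reduced substrate affinity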
TEAD-YAP inh: TEAD-YAP interaction inhibition, primary screen, TEAD-YAP interaction inhibitor project, luminescence, HEK-TIYL cells. TEAD-Gal4/YAP UAS-luciferase luminescence. inhibition, % at 9.12 µM. 640,000 compounds, 1.4% hits. AID 1259422, 2018; in the data active = inhibition above about 32%;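 note: 0% = median of test compound wells and 100% = reference inhibitor wells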
Active calls of the source: *; nt = no result given.

SMILES | MITF primary | GPR151 activ | FBW7 activator | TEAD-YAP inh
CCOC(=O)C(NC(=O)c1ccc(OC)cc1)(Nc1ccc(O)cc1)C(F)(F)F (stereo not drawn) | 10 | -0.5 | -0.3 | 6
Cc1cc(=O)n2c3ccccc3n(CC(O)Cn3ccnc3)c2c1C#N (stereo not drawn) | 19 | -0.8 | -0.1 | -7
COc1ccc(NS(=O)(=O)c2c(C)n[nH]c2C)cc1Cl | -5 | -1.4 | 0.2 | -4
CC(C)CSc1nc2c(c(=O)n(C)c(=O)n2C)n1Cc1ccccc1 | 9 | 1.4 | -0.1 | -5
CC(C)c1nc(CNCc2c(C(=O)N3CCCN(C)CC3)nc3sccn23)cs1 | 10 | 6.9* | -0.1 | -1
CCOc1ccc(S(=O)(=O)N2CCN(C(c3ccccc3)c3ccccc3)CC2)cc1 | -19 | -0.7 | 0.2 | 5
Cc1ccc2c(c1)NC(c1cccc([N+](=O)[O-])c1)C1=C(CC(C)(C)CC1=O)N2 (stereo not drawn) | 12 | -0.5 | 0.0 | 5
CC1(C)Cc2nc3sc(C(=O)NN)c(N)c3cc2CO1 | 9 | 0.2 | 0.3 | -28
CCOc1cc(C(=O)Nc2ccc(S(=O)(=O)Nc3cc(OC)nc(OC)n3)cc2)cc(OCC)c1OCC | -23 | 0.1 | 0.1 | 4
CCOC(=O)C1=C(C)NC(=S)NC1C (stereo not drawn) | 2 | 0.4 | 0.0 | -4
COc1ccc(S(=O)(=O)NCCCCCC(=O)NCCc2ccc(Cl)cc2)cc1 | -5 | 0.4 | 0.0 | 3
CCCC(=O)Oc1cccc(NC2=NS(=O)(=O)c3ccccc32)c1 | -7 | 0.6 | 0.1 | -3
Cc1cc(C)c2ccc(/C=C/c3ccccc3[N+](=O)[O-])nc2c1O | 0 | 0.5 | -0.1 | 11
O=C1C2C(c3ccc(Cl)cc3)OC3(C(=O)c4ccccc4C3=O)C2C(=O)N1c1ccc(Cl)c(C(F)(F)F)c1 (stereo not drawn) | 3 | -0.2 | -0.1 | 6
Cc1ccc(-n2c(=S)sc3c(=O)n(-c4ccccc4)c(SCC(=O)Oc4ccccc4F)nc32)cc1C | 1 | -0.8 | 0.0 | -2
CCOc1ccc(NC(=O)c2cc3nc(-c4ccc5c(c4)OCO5)cc(C(F)(F)F)n3n2)cc1 | 24 | 0.7 | 0.2 | 9
CC(=O)Nc1nnc(-c2ccccc2Cl)s1 | 14 | -1.3 | 0.2 | -5
CC1=C(C(=O)OCCOC(C)C)C(c2ccccc2Br)C2=C(CC(C)(C)CC2=O)N1 (stereo not drawn) | -8 | 0.3 | 0.0 | 3
CC(=O)c1cccc(N2C(=O)c3ccc(C(=O)OC(C)C(=O)c4ccc(C)cc4)cc3C2=O)c1 (stereo not drawn) | 6 | -0.8 | -0.1 | -3
CC1=CC(C)(C)NC(=S)N1NC(=O)Cc1ccccc1 | 6 | -0.2 | -0.1 | -1
Fc1ccccc1/C=N/Nc1ncnc2nc[nH]c12 | -7 | -4.6 | -0.1 | -9
O=C(Cn1cnc2c(cnn2-c2ccc(F)cc2)c1=O)Nc1ccc(N2CCOCC2)cc1 | 11 | 0.0 | 0.1 | 12
Cc1ccsc1/C=C(/C#N)c1nc(-c2ccc(F)cc2)cs1 | -6 | -0.5 | 0.1 | -13
CCSc1nc(N)c(C#N)c(-c2ccco2)c1C#N | 8 | -1.0 | 0.0 | -17
COCCSc1nc2c(c(=O)n(C)c(=O)n2C)n1Cc1cccc(C)c1 | -17 | 1.3 | -0.1 | -13
CCOC(=O)C1CCCN(c2nc3ccccc3nc2C(C#N)C(=O)OC)C1 (stereo not drawn) | 2 | 1.1 | 0.0 | 7
CCOC(=O)C1=C(C)N=c2s/c(=C\c3cccc(OCc4ccc([N+](=O)[O-])cc4)c3)c(=O)n2C1c1ccc(OC)cc1 (stereo not drawn) | -4 | 1.2 | -0.1 | -3
COc1cc(/C=C2\SC(=S)NC2=O)c(Cl)cc1O | -11 | -1.0 | -0.3 | 12
COCCn1nnnc1CN(Cc1ccccc1)Cc1cc2ccc(C)cc2[nH]c1=O | -13 | -0.7 | -0.1 | -1
Cc1cccc(NC(=O)CSc2ccnc(=O)[nH]2)c1 | -4 | -0.7 | -0.2 | -11

Sorted by number of heavy atoms (high to low): six of the compounds above.
SMILES | MITF primary | GPR151 activ | FBW7 activator | TEAD-YAP inh
Cc1ccc(-n2c(=S)sc3c(=O)n(-c4ccccc4)c(SCC(=O)Oc4ccccc4F)nc32)cc1C | 1 | -0.8 | 0.0 | -2
O=C(Cn1cnc2c(cnn2-c2ccc(F)cc2)c1=O)Nc1ccc(N2CCOCC2)cc1 | 11 | 0.0 | 0.1 | 12
COCCn1nnnc1CN(Cc1ccccc1)Cc1cc2ccc(C)cc2[nH]c1=O | -13 | -0.7 | -0.1 | -1
CCOC(=O)C(NC(=O)c1ccc(OC)cc1)(Nc1ccc(O)cc1)C(F)(F)F (stereo not drawn) | 10 | -0.5 | -0.3 | 6
CCCC(=O)Oc1cccc(NC2=NS(=O)(=O)c3ccccc32)c1 | -7 | 0.6 | 0.1 | -3
Cc1ccsc1/C=C(/C#N)c1nc(-c2ccc(F)cc2)cs1 | -6 | -0.5 | 0.1 | -13

Following part:
SMILES | MITF primary | GPR151 activ | FBW7 activator | TEAD-YAP inh
N#Cc1ccccc1NC(=O)CCCN1C(=O)c2ccccc2C1=O | 4 | 0.6 | -0.1 | 2
COc1ccc(N2CCN(C(=O)CSc3nnc(CNc4ccccc4)o3)CC2)cc1 | -1 | 0.7 | 0.0 | 22
N#Cc1ccccc1S(=O)(=O)N1CCN(CC(O)COc2ccccc2F)CC1 (stereo not drawn) | 51* | -1.3 | -0.2 | 4
CCNC(=S)N1CCN(c2nc(-c3ccc(F)cc3)cs2)CC1 | 16 | -1.6 | 0.2 | 7
CCN(CC)CCCNC(=O)c1ccc2c(=O)n(Cc3ccco3)c(=S)[nH]c2c1 | 18 | 0.6 | -0.3 | -2
CCOc1ccc2nc(SCCCOc3ccccc3)[nH]c2c1 | -4 | 0.2 | 0.0 | -2
CCOc1cccc2cc(C(=O)Nc3cccc(C)c3)c(=Nc3ccc(C(=O)O)cc3)oc12 | 1 | 2.2 | -0.1 | -11
O=C(Nc1ccc2[nH]ncc2c1)C1CCCN(C(=O)c2ccccn2)C1 (stereo not drawn) | 22 | -0.2 | -0.1 | -6
CC1(C)CC(=O)C2=C(C1)N(c1cccc([N+](=O)[O-])c1)C(N)=C(C#N)C2c1cccnc1 (stereo not drawn) | 19 | -0.7 | 0.3 | -3
O=C(Nn1cnnc1)c1cc(-c2ccccn2)nc2ccc(Cl)cc12 | -1 | 0.0 | -0.3 | 4
COCCOC(=O)C1=C(C)N(C)C(=O)NC1c1ccccc1Cl (stereo not drawn) | 12 | -0.2 | 0.0 | -3
CCOc1ccccc1/C=C1\N=C(c2ccccc2Br)OC1=O | -6 | 0.7 | -0.1 | -7
Cn1ccc(C(=O)N2CCC[C@H](C(=O)c3ccc4c(c3)OCO4)C2)n1 | 6 | 0.4 | 0.4 | 10
O=C(COC(=O)COc1cccc(F)c1)Nc1ncc(Cl)cc1Cl | -13 | 0.0 | -0.2 | -5
COc1cc(Br)cc(CO)c1OC | 10 | 0.8 | 0.0 | 2
CCOc1ccc(/C=C2\SC(=S)NC2=O)c(OCC)c1 | 4 | -0.1 | 0.3 | 6
CN(C1CCCCC1)S(=O)(=O)c1ccc(C(=O)Nc2nc(-c3ccccn3)cs2)cc1 | -2 | 0.9 | -0.2 | 8
COc1ccc(CNCc2c(C(=O)N3C[C@@H](C)O[C@@H](C)C3)nc3sccn23)cc1 | 13 | -1.5 | 0.1 | 4
O=C(Cc1ccccc1F)c1ccc(O)cc1O | -13 | 3.4 | -0.1 | 14
Cc1nc(NC2=NCN(Cc3ccc4c(c3)OCO4)CN2)nc2ccccc12 | 4 | -0.6 | 0.5 | 4
O=C(Nc1ccccc1C1CC1(Cl)Cl)c1cccs1 (stereo not drawn) | 5 | -0.8 | -0.1 | 1
CCCCC/C=C\C/C=C\CCCCCCCC(=O)O | -6 | 1.3 | nt | nt
CCOC(=O)c1c(C)[nH]c(C)c1C(=O)CSc1nc2ccccc2c(=O)[nH]1 | 16 | 0.2 | -0.1 | -2
CCC(C)n1c(=O)c2sccc2n2c(CCCC(=O)Nc3ccc(F)cc3)nnc12 (stereo not drawn) | 9 | -1.2 | 0.3 | 10
COC1CCCC(C(=O)N2CCC(n3c(C(C)C)nc4sc(C)c(C)c4c3=O)CC2)C1 (stereo not drawn) | -2 | 2.3 | -0.1 | -5
O=C(Nc1ccc(S(=O)(=O)N2CCCC2)cc1)C1CCCO1 (stereo not drawn) | -2 | 0.7 | 0.0 | -11
O=C1CCC(C(=O)NCCc2ccc(Cl)cc2)=NN1 | 13 | -1.3 | 0.4 | -15
COc1ccnc(Cn2nc3c(C)cc4ccccc4n3c2=O)c1OC | -6 | -0.1 | -0.1 | 1
O=[N+]([O-])c1cccc(C2CC(c3cccs3)=NN2S(=O)(=O)c2ccccc2)c1 (stereo not drawn) | 5 | 0.1 | 0.0 | 4
CCc1cccc(C)c1NC(=O)CN1C(=O)NC(C)(c2cccc(Br)c2)C1=O (stereo not drawn) | 12 | -1.6 | 0.0 | 3

Entries shown so far that contain a CF3 group, in the order listed:
SMILES | MITF primary | GPR151 activ | FBW7 activator | TEAD-YAP inh
CCOC(=O)C(NC(=O)c1ccc(OC)cc1)(Nc1ccc(O)cc1)C(F)(F)F (stereo not drawn) | 10 | -0.5 | -0.3 | 6
O=C1C2C(c3ccc(Cl)cc3)OC3(C(=O)c4ccccc4C3=O)C2C(=O)N1c1ccc(Cl)c(C(F)(F)F)c1 (stereo not drawn) | 3 | -0.2 | -0.1 | 6
CCOc1ccc(NC(=O)c2cc3nc(-c4ccc5c(c4)OCO5)cc(C(F)(F)F)n3n2)cc1 | 24 | 0.7 | 0.2 | 9

Remaining list, next part
SMILES | MITF primary | GPR151 activ | FBW7 activator | TEAD-YAP inh
O=[N+]([O-])c1cccc(-c2csc(=Nc3cccc(C(F)(F)F)c3)n2Cc2ccc3c(c2)OCO3)c1 | 7 | -0.3 | -0.1 | 24
O=C(N/N=C\c1cc(Br)c(O)c(O)c1Br)c1ccccc1O | 9 | -0.4 | 0.4 | -4
CCCCN1C(=O)c2cccc3c([O-])c([N+]#N)cc(c23)C1=O | -1 | 1.0 | -0.3 | 5
O=C(CN1CCCCC1)N/N=C/c1ccccc1[N+](=O)[O-] | 3 | 0.8 | 0.1 | 6
CNc1nc(OC)nc(N(C#N)CN2C(=O)c3ccccc3S2(=O)=O)n1 | 9 | -0.7 | -0.4 | 4
CCc1ccc2oc(-c3ccc(NC(=O)c4ccc5c(c4)OCCO5)cc3)nc2c1 | -3 | -0.2 | 0.5 | 39*
Cc1cc2c(cc1C)C(c1ccc(OC(F)(F)F)cc1)CC(=O)N2 (stereo not drawn) | 3 | 0.0 | 0.4 | -4
C/C(=N\N=C1/NC(=O)CC(C(=O)Nc2ccc(C(=O)O)cc2)S1)c1ccc(Cl)cc1 (stereo not drawn) | 4 | -0.7 | 0.7 | -10
O=C1c2ccc(-c3nc4ccccc4c(=O)o3)cc2C(=O)N1c1ccc(Br)cc1 | 6 | -0.8 | -0.2 | 9
CCCCOC(=O)c1ccc(NC2=C(c3ccc(OC)cc3)C(=O)c3ccccc32)cc1 | 19 | 2.2 | -0.1 | -1
CCC(Sc1ccc(-c2cccs2)nn1)C(=O)OC (stereo not drawn) | 15 | -1.8 | 0.2 | -3
CCCCOc1ccc(/C=N/n2c(C)n[nH]c2=S)cc1 | 15 | 2.4 | 0.1 | -17
Cc1[nH]c(=O)[nH]c(=O)c1S(=O)(=O)N1CCC(C(=O)NC(C)c2ccccc2)CC1 (stereo not drawn) | 8 | -0.3 | 0.0 | 1
O=C(O)c1ccc(N2CCCCC2)c([N+](=O)[O-])c1 | -5 | -0.7 | -0.1 | 12
CC1CCN(S(=O)(=O)c2ccc3[nH]cc(C(=O)N(C)C4CCCCC4)c(=O)c3c2)CC1 | -4 | 1.5 | 0.0 | 16
CCOc1ccc(-c2ccc(C)c(NC(=O)c3cccs3)c2)nn1 | 0 | 0.4 | 0.1 | 5
CCOc1ccc(NC(C)C(=O)N/N=C/c2ccc(N(C)C)cc2)cc1 (stereo not drawn) | 11 | 1.0 | 0.0 | 6
CCC(C)NC(=O)C1CCN(S(=O)(=O)c2ccc(Br)s2)CC1 (stereo not drawn) | -2 | 1.7 | 0.0 | 4
O=C(NC(=S)Nc1ccc(Cl)c(Cl)c1)c1ccco1 | -7 | -0.7 | 0.1 | -18
COc1ccc(C2=CC(c3ccccc3Cl)n3nnnc3N2)cc1 (stereo not drawn) | -1 | 2.0 | -0.1 | -13
COc1ccc(NC(=O)c2ccc3c(=O)n(-c4ccccc4)c(=S)[nH]c3c2)c(OC)c1 | 15 | 2.1 | 0.0 | 0
O=C1CCCC2=C1C(c1cccnc1)n1nc(SCc3ccccc3F)nc1N2 (stereo not drawn) | 5 | -0.9 | 0.1 | -4
COc1ccccc1CNc1ncnc2c1nnn2Cc1ccc(F)cc1 | -10 | -1.3 | 0.1 | -12
Nc1cc(=O)[nH]c(SCC(=O)Nc2ccc(N3CCCCC3)cc2)n1 | 10 | 2.0 | 0.5 | 1
